Bioassay records deposited in PubChem by several laboratories.
ER stress rescue – protection against thapsigargin-triggered cell killing – 384-well, CSM14.1, ATP luminescence, primary screen (AID 1222). CSM14.1 thapsigargin-induced death rescue, ATP luminescence; higher % means a stronger effect. cellular ATP content (survival), % at 20 µM, or EC50 in µM where a hit was titrated. 190,000 tested, under 10 active;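 active means EC50 below 50 µM in the dose-response confirmation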;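 further: death triggered by thapsigargin at about 15 µM added after 2 h compound pretreatment; cell ATP read after overnight thapsigargin exposure of roughly 18 to 22 hours; normalized against plate controls of thapsigargin alone and 5% DMSO vehicle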
West Nile virus CPE – inhibition of WNV-induced cytopathic effect – cell-based, CPE readout (AID 1621); West Nile virus-infected cells, CPE inhibition; higher % means a stronger effect; CPE inhibition, % at 10 µM, or IC50 in µM where a hit was titrated; hit rate 0.02% among 290,000; in the data active means a potency from the dose series; inconclusive means CPE inhibition mostly from about 3.7% at the one dose, without a potency; inactive means the rest, 99 in 100 with CPE inhibition below about 2.2%; further: strong numbers were not always called active
RSV antiviral HEp-2 – inhibition of RSV-induced cytopathic effect – HEp-2 cells, primary 10 µM value included (AID 2391). HEp-2 cells, RSV-induced CPE inhibition; higher % means a stronger effect. CPE inhibition, % at 10 µM, or IC50 in µM where a hit was titrated. hit rate 0.13% among 310,000; in the data active means a potency from the dose series; inconclusive means CPE inhibition mostly from about 23% at the one dose, without a potency; inactive means the rest, 99 in 100 with CPE inhibition below about 21%; further: strong numbers were not always called active
WT yeast gro inh – growth inhibition of WT yeast, mitochondrial fusion screen; mitochondrial fusion phenotypic screen, WT strain; inhibition, % at 10 µM; hit rate 2.1% among 190,000; AID 1362; in the data active means inhibition above about 58%; tested in S. cerevisiae
Yfh1-off respiration – enhancers of respiration in Yfh1-depleted yeast, dose response, Friedreich's ataxia, plus single-dose screen (AID 1465). fold induction at 50 µM, or EC50 in µM where a hit was titrated. S. cerevisiae Yfh1-off respiration, WST-1 reduction, 72 h; higher fold induction means a stronger effect. hit rate 0.074% among 220,000;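 active means fold induction of absorbance versus untreated yeast above a set limit, then at least 30% activation at any dose in follow-up; inconclusive means repeats straddling the limit, or above it without dose testing; inactive means fold induction below the set limit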;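 further: activators that raise dye reduction in frataxin-depleted yeast; strong numbers were not always called active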
NS5 inhibitors – Dengue-2 NS5 methyltransferase inhibitors, primary screen, biochemical, confirmation dose response (AID 588689) | hit rate 0.3% among 340,000 | Dengue-2 NS5 methyltransferase capping enzyme assay, biochemical; higher % means a stronger effect | inhibition, % at 25 µM, or IC50 in µM where a hit was titrated; in the data active means a potency from the dose series; inconclusive means inhibition above about 29% without an active follow-up result
XIAP antagonists – small molecules displacing peptide from XIAP – biochemical, IAP family, fluorescence polarization (AID 1018); displacement, % at 20 µM, or IC50 in µM where a hit was titrated; hit rate 0.007% among 200,000; XIAP BIR domain, fluorescence polarization peptide displacement; higher % means a stronger effect; in the data active means displacement above about 50%; further: a part of the inactive calls stands beside numbers as strong as those of hits
SV40 large T antigen – TAg ATPase/helicase activity blockers – biochemical (AID 1903); SV40 large T antigen ATPase/helicase inhibition assay; higher % means a stronger effect; inhibition, % at 20 µM, or IC50 in µM where a hit was titrated; hit rate 0.39% among 310,000; in the data active means a potency from the dose series; inconclusive means inhibition mostly from about 32% at the one dose, without a potency; inactive means the rest, 99 in 100 with inhibition below about 32%; further: strong numbers were not always called active
K1F lysis inhibition – inhibition of K1F phage lysis, E. coli UTI89, bacterial capsule biogenesis inhibitors, alamar blue (AID 488966); E. coli UTI89 K1F phage lysis, alamar blue, 2 h; higher % means a stronger effect; one-dose inhibition, % at 100 µM; IC50 in µM for titrated hits; hit rate 0.02% among 340,000;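 active means phage lysis inhibition, versus mean bacterial control, above a set limit; inconclusive means no clear call, values can overlap the other calls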;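 further: capsule biogenesis inhibitors block K1F phage lysis so surviving cells raise fluorescence; higher fluorescence means more inhibition of phage lysis; actives were called in the ten point dose series up to 300 µM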
WT yeast gro inh mutant strain – further read-out of WT yeast gro inh, marked with its call; inhibition, %; mitochondrial fusion phenotypic screen, mutant strain inhibition
NS5 inhibitors pilot replicate – further read-out of NS5 inhibitors, marked with its call; inhibition, %; measured here: pilot screen replicate inhibition
An asterisk follows results filed as active; i = inactive; ? = inconclusive; nt = not tested or not shown; [ ] = another dose, or the depositor's remark.

SMILES	ER stress rescue	West Nile virus CPE	RSV antiviral HEp-2	WT yeast gro inh	WT yeast gro inh mutant strain	Yfh1-off respiration	NS5 inhibitors	XIAP antagonists	SV40 large T antigen	K1F lysis inhibition	others
O=C(CCS(=O)(=O)c1ccc(Cl)cc1)NCCC1=CCCCC1	nt	0.6%	2.1%	nt	nt	nt	-1%	nt	6%	2.0%[50 µM]
NC(=O)NC(Cc1ccccc1)C(=O)Nc1ccc(S(N)(=O)=O)cc1 (stereo unspecified)	3.4%	-0.2%	-0.4%	5	4	i	0%	-4.7%	5%	-0.2%
CCN(CC)C(=O)CN(c1cc2c(cc1OC)oc1ccccc12)S(=O)(=O)c1ccc(C)cc1	-4.2%	-0.6%	6.7%	-8	-9	i	-6%	-6.3%	8%	-0.3%
Cc1cc(C=O)c(C)n1-c1cc(C(F)(F)F)ccc1N1CCOCC1	0.0%	nt	3.0%	9	1	nt	8%	-4.0%	8%	0.6%
COc1ccc(C2C(C(C)=O)=C(O)C(=O)N2c2ccc(Br)cn2)cc1 (stereo unspecified)	1.8%	3.4%	2.1%	1	13	i	-1%	-6.3%	8%	-0.2%
CCc1ccc(N(CC(=O)NCc2ccc3c(c2)OCO3)C(=O)c2csnn2)cc1	nt	-0.8%	0.1%	nt	nt	nt	3%	nt	10%	1.5%
NNC(=O)c1cc2c(N3CCC(Cc4ccccc4)CC3)ncnc2s1	1.0%	-1.5%	-3.0%	58*	-16*	i	-2%	-3.6%	5%	0.1%
CCOc1ccc(S(=O)(=O)NCCCn2ccnc2)cc1NC(C)=O	nt	-0.4%	-0.3%	nt	nt	nt	0%	nt	5%	-0.1%	NS5 inhibitors pilot replicate=4.9
COc1ccc2c(c1)c(=O)c(C(=O)c1ccc(C)cc1)cn2CC(=O)Nc1ccc(F)cc1	-5.1%	nt	1.0%	9	-3	nt	-1%	3.8%	14%	0.2%
Cc1c(-n2cc(C(=O)O)c(=O)c3cc(F)c(N4CCCC4)c(F)c32)c(=O)n(-c2ccccc2)n1C	-1.1%	-0.1%	1.7%	7	-5	i	-5%	-1.7%	nt	0.1%
O=C(NNc1ccccc1Br)C(O)(c1cccc(C(F)(F)F)c1)c1cccc(C(F)(F)F)c1	-2.5%	?	8.8%	-3	-9	i	-6%	0.4%	25%	-1.6%
O=C(C1CCCO1)N1CCN(S(=O)(=O)c2ccccc2)CC1 (stereo unspecified)	-0.6%	0.3%	0.9%	3	4	i	1%	-1.4%	1%	0.8%
CC(NC(=O)c1ccncc1)c1ccc(Cl)cc1Cl (stereo unspecified)	nt	-0.4%	0.7%	nt	nt	nt	-3%	nt	22%	0.5%
CCN(CC)c1ccc2cc(C(=O)Nc3ccccn3)c(=O)oc2c1	nt	-0.6%	0.6%	-2	-2	i	24%	7.1%	2%	4.8%
CCC(C)(C)NC(=O)C(OC(=O)c1ccco1)c1ccccc1OC (stereo unspecified)	-1.5%	-0.6%	1.4%	-9	-5	i	-2%	-3.3%	0%	0.4%
CCOC(=O)c1ccc(N2C(=O)C=CC2=O)cc1	-4.7%	0.5%	0.6%	36	23	i	-25%	-8.7%	6%	-1.1%
COc1ccccc1C1(CC(=O)Nc2nccs2)CCOC(C(C)C)C1 (stereo unspecified)	-6.6%	1.7%	1.6%	6	0	i	1%	-4.0%	10%	0.9%
CCc1ccc2nc(SCC(=O)N3CC(=O)Nc4ccccc43)c(C#N)cc2c1	5.1%	1.8%	5.8%	-11	0	nt	0%	-4.0%	22%	11%
O=C(O)C1CC=CCC1C(=O)NCCCN1CCCC1=O (stereo unspecified)	nt	0.3%	1.2%	nt	nt	nt	-1%	nt	-1%	0.2%
CC(O)(CS(=O)(=O)Cc1cccc(C(F)(F)F)c1)C(=O)Nc1cccc(C(F)(F)F)c1 (stereo unspecified)	-2.0%	-1.6%	4.4%	-10	7	i	-12%	-3.8%	22%	-0.3%
CCc1nnc(NC(=O)c2ccc(-c3ccc([N+](=O)[O-])cc3Cl)o2)s1	-0.2%	0.8%	0.8%	-4	-15	i	2%	-5.4%	23%	-0.6%
O=C(CSc1n[nH]c(-c2ccccc2)n1)c1ccccc1	-3.1%	-0.2%	0.1%	9	0	i	-5%	-8.1%	2%	-1.3%
Cc1ccc(C)c(NC(=O)c2cccc(Oc3ccc([N+](=O)[O-])cc3Cl)c2)c1	0.0%	-1.4%	5.4%	32	-3	i	-3%	-4.4%	7%	0.3%
COc1cc(C=O)ccc1OCCOCCOc1ccccc1Cl	-2.5%	nt	2.7%	-4	-9	nt	nt	-6.0%	-6%	0.0%
CCOCCCNC(=O)C(c1ccc(C)cc1)N(Cc1cccs1)C(=O)c1ccccn1 (stereo unspecified)	-0.7%	0.2%	3.2%	10	5	i	2%	-2.5%	11%	0.2%
COc1ccc(C2=NOC3(CC(=O)N(c4ccc(C)cc4)C3=O)C2)c(OC)c1 (stereo unspecified)	-0.2%	0.7%	0.9%	10	12	i	-2%	-5.1%	-3%	0.9%	NS5 inhibitors pilot replicate=-5.2
COc1ccc(N2CCN(C(C)=C3C(=O)c4ccccc4C3=O)CC2)cc1	-0.1%	0.9%	-1.1%	-8	4	i	9%	-2.8%	9%	-0.1%
O=C(Nc1ccc(Cl)cn1)c1ccc(COc2ccccc2Br)o1	-1.0%	-0.7%	8.1%	43	3	i	-2%	-6.0%	16%	-0.3%
CCOC(=O)c1ccc2c(c1)nc(SCc1cn3ccsc3n1)n2CC	15%	0.7%	2.0%	28	11	i	-6%	-3.8%	10%	5.1%
Cc1nc2ccccc2c(=O)n1NC(=O)c1ccc(Cl)c([N+](=O)[O-])c1	nt	-1.1%	-0.6%	nt	nt	nt	-4%	nt	6%	0.4%
CC(C)NC(C(=O)Nc1cc(Cl)cc(Cl)c1)c1ccccc1 (stereo unspecified)	1.6%	0.8%	3.4%	27	13	i	9%	-19%	4%	0.0%
O=C(O)/C=C/c1cccc(NS(=O)(=O)c2ccccc2)c1	-0.9%	-0.2%	0.8%	-8	11	i	1%	-7.0%	7%	1.2%[50 µM]
COc1cc2nc(CN3CCOCC3)n(CC(=O)N3CCCCCC3)c(=O)c2cc1OC	nt	-0.1%	1.2%	nt	nt	i	-1%	nt	12%	0.2%
CC(=O)c1c(C)nn(CC(=O)NC2CCCN(Cc3ccc(CC(C)C)cc3)C2)c1C (stereo unspecified)	nt	0.9%	6.7%	nt	nt	nt	-9%	nt	4%	7.2%
O=C(CNC(=O)c1sc2ccccc2c1Cl)Nc1ccccc1F	nt	nt	-0.7%	nt	nt	nt	4%	nt	8%	-0.5%
O=C(CSc1nc2ccccc2c(=O)n1Cc1ccco1)N1CCN(c2ccccc2)CC1	-0.1%	-0.2%	19%	-5	-3	i	-4%	-4.0%	17%	2.9%
COc1ccc(-c2nc3ccc(C(=O)NCCCN4CCOCC4)cc3nc2-c2ccc(OC)cc2)cc1	nt	0.5%	-1.1%	nt	nt	nt	-10%	nt	18%	-0.5%
COCCn1c(Sc2ccc(C)cc2)nc2c1c(=O)[nH]c(=O)n2C	0.2%	0.1%	3.1%	51	18	i	-1%	-4.8%	1%	-0.1%
C/C(=N/NC(=O)c1ccc(Br)o1)c1ccncc1	0.9%	0.0%	0.3%	2	0	i	-5%	-6.4%	16%	1.2%[50 µM]
Cc1cc2c3c([nH]c2cc1S(=O)(=O)N1CCC2(CC1)OCCO2)CCCC3=O	nt	-0.4%	6.1%	nt	nt	nt	1%	nt	2%	5.3%
N=C1S/C(=C\c2ccccc2F)C(=O)N1c1ccc(F)cc1	-2.9%	0.6%	0.6%	-11	8	i	13%	-1.6%	5%	0.1%
Cc1ccc(-c2nnn(C/C(N)=N/O)n2)cc1	0.3%	-0.3%	-0.2%	-6	4	i	-7%	-3.3%	7%	-0.1%
CC1(C)CC2CC(C)(CN2C(=O)COC(=O)c2n[nH]c(=O)c3ccccc23)C1 (stereo unspecified)	0.5%	0.0%	0.1%	2	-10	i	-7%	1.7%	-1%	-0.8%
COc1ccc(/C=C(/NC(=O)c2ccco2)C(=O)N2CCCC2=O)cc1	1.1%	-0.5%	0.5%	0	2	i	1%	-4.0%	1%	3.9%
CC(=O)C1=C(O)C(=O)N(c2ccc(O)cc2)C1c1ccccc1[N+](=O)[O-] (stereo unspecified)	nt	0.4%	0.8%	nt	nt	nt	10%	nt	7%	2.0%	NS5 inhibitors pilot replicate=-0.3
COC(=O)CSc1nc(-c2ccc(C)cc2)c2c(c1C#N)CCCC2	4.0%	0.5%	6.2%	32	18	i	-5%	-5.5%	0%	-0.1%
Cc1cc(F)ccc1S(=O)(=O)N1CCCOC1CNC(=O)C(=O)NCc1ccco1 (stereo unspecified)	-2.1%	-0.8%	1.4%	-20	-9	i	2%	-0.3%	5%	1.3%
CCOc1cc(NC(=S)Nc2cccc(OC)c2)c(OCC)cc1NC(=O)c1ccc(C)cc1	2.9%	1.7%	2.4%	12	-4	i	0%	-5.6%	26%	-0.1%
CCOC(=O)N1CCN(C(=O)CCn2c(=O)[nH]c3ccsc3c2=O)CC1	2.1%	-0.1%	-1.1%	-8	0	i	-13%	-1.0%	10%	1.1%[50 µM]
CCN(CC)c1cc(Cl)c2nonc2c1N	nt	0.1%	3.0%	nt	nt	i	11%	nt	10%	-0.3%
COc1ccc2c(CC(=O)Nc3ccc(OC)c(S(=O)(=O)N4CCOCC4)c3)coc2c1	1.7%	-0.6%	3.8%	1	-4	i	-3%	-6.8%	6%	1.4%
CCN(CC)CCOC(=O)C1(c2ccc(OC)c(OC)c2)CCCC1	-0.6%	-0.4%	-0.4%	-8	-3	i	0%	-6.3%	10%	-1.3%
CCn1ccnc1CN(C)C(=O)C1CCC(=O)N(Cc2cccc(F)c2)C1 (stereo unspecified)	nt	0.2%	-1.6%	nt	nt	nt	-6%	nt	3%	1.0%
O=C(Oc1ccc(=O)n(-c2ccccc2)n1)c1cccc(Cl)c1	-1.0%	-0.1%	2.4%	-60	-7	i	-14%	-3.6%	11%	-0.3%
COc1ccc(-n2nc3c(c2NC(=O)CBr)CSC3)cc1	nt	-0.1%	0.6%	nt	nt	nt	0%	nt	8%	0.0%
CCOC(=O)N1CCN(C(=O)Nc2ccc(Cl)cc2Cl)CC1	nt	-0.2%	0.9%	17	-3	i	-7%	-4.3%	-5%	-0.3%
